Assay outcomes deposited in PubChem by National Center for Advancing Translational Sciences (NCATS).
Apoferritin bind – qHTS Assay for Identification of Novel General Anesthetics; 0.074% of 350,000 active; Ferritin light chain (Equus caballus), P02791; apoferritin/1-aminoanthracene competitive binding, fluorescence; Potency, µM (top dose mostly 77.5 µM), without a hit: at the top dose activity change, negative = displacement, actives largely listed as inhibitors; AID 485281, 2010; active = well fitted inhibition curve with a large enough effect; inconclusive = small, poorly fitted or top-dose-only effect; inactive = no such curve, though single readings can be large or run the other way; also: nearly all actives have a fitted effect of over 20% in size
Target sequence (P02791 2-175 limits assumed): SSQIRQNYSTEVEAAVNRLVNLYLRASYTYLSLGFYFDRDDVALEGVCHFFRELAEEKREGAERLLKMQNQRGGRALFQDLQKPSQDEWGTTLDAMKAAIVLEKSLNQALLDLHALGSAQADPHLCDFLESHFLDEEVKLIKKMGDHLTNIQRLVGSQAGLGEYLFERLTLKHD
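In PBS, apoferritin at 10 uM is loaded with 1-AMA from a 50% saturated solution. After 10 min of compound exposure at ambient temperature, reduced 535 nm fluorescence indicates probe displacement.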
* hit, by the source's call; ? = inconclusive; & = joins results of further samples; [ ] = another dose, or the depositor's remark. % is scaled to controls: 0 for no effect and ±100 for the full control effect; potency is read from the fitted curve at half-maximal effect. This is a subset; rates above refer to the full screens.

SMILES	Apoferritin bind
COc1c(-c2coc3cc4c(cc3c2=O)CC(OC(C)=O)C(C)(C)O4)ccc2c1C=CC(C)(C)O2 (configuration not stated)	-19%
COC(=O)[C@@]1(Cc2ccc(OC)cc2)[C@H]2c3cc(C(=O)N4CCCC4)n(Cc4ccc(C(F)(F)F)nc4)c3C[C@H]2CN1C(=O)c1ccccc1	-19%
CC1(C)CC2C1CC[C@]1(C)CCC3C(C(=O)O)CC(=O)O[C@]32C1 (some centres not stated)	-12%
CC[C@H]1C(c2ccc(F)cc2)=NN(c2ccccc2)[C@@H]1CO	272%[activator][110 µM]
FC(F)(F)c1ccccc1-c1nc(Nc2ccncc2)c2ccccc2n1	-14%
N[C@@H](C(=O)O)c1ccc(O)c(C(=O)O)c1	-10%
CC[C@@H](C(=O)[C@@H](C)[C@@H](O)[C@H](C)CCc1ccc(C)c(O)c1C(=O)O)C1O[C@](CC)(C2CC[C@](O)(CC)[C@H](C)O2)C[C@@H]1C (some centres not stated)	-4%
O=C(/C=C\c1ccccc1)c1ccccc1O	-12%[15.3 µM]
OCC1=C[C@@H](O)[C@@H]2C=CO[C@@H](OC3O[C@H](CO)[C@@H](O)[C@H](O)[C@H]3O)[C@H]12 (some centres not stated)	4%
CC(C)=CCC/C(C)=C/CO/N=C1/C[C@@H](O)[C@@H](O)[C@@H]2[C@@H]3C(=O)N(Cc4ccc5c(c4)OCO5)C(=O)[C@H]3CC[C@H]12	-4%[15.3 µM]
COC(=O)C/C=C\[C@@H](C)[C@@H](/C=N\OC[C@@H](O)[C@H]1O[C@H]2OC(C)(C)O[C@H]2[C@@H]1O)NS(=O)(=O)c1ccc(C)cc1	-2%[15.3 µM]
CC(=O)Nc1ccc(SCC(c2ccccc2)N2CCN(CC(C)C)CCC2=O)cc1 (configuration not stated)	-18%
C[C@@H]1CC=C[C@@H]2[C@H]1C(=O)N(Cc1ccccc1)[C@H]2c1cccc(C#Cc2ccccc2)c1	60%[activator][110 µM]
CC(C)C[C@H](NC(=O)[C@H](Cc1c[nH]c2ccccc12)NC(=O)[C@H](CCCCN)NC(=O)CNC(=O)[C@H](CC(C)C)NC(=O)[C@H](CO)NC(=O)[C@@H](N)Cc1cnc[nH]1)C(=O)NCC(=O)N[C@@H](Cc1cnc[nH]1)C(=O)N1CCC[C@H]1C(=O)N[C@@H](CC(=O)O)C(=O)N[C@@H](CCCCN)C(=O)N[C@@H](Cc1ccccc1)C(=O)O	7%
CC[C@H](NC(C)C)[C@H](O)c1ccc(O)c(O)c1	6%[29.3 µM]
CCCCC#CC1C=CC(Oc2cc(OC)c(OC)c(OC)c2)C(CO)O1 (configuration not stated)	6%[15.3 µM]
COc1c(O)c2c(=O)cc(OC)c3c4c(OC)cc(=O)c5c(O)c(OC)c(C[C@@H](C)OC(=O)c6ccccc6)c(c(c1C[C@@H](C)OC(=O)Oc1ccc(O)cc1)c23)c54	-17%
COc1ccc2[nH]cc(CCNc3nc(-c4ccc(C(=O)N(C)C)cc4)nc4ccccc34)c2c1	-10%
COc1ccc(C2CC(=O)Oc3cc(C)cc(C)c32)cc1 (configuration not stated)	53%[activator][110 µM]
COc1ccc(C2/C=C\CN(C(=O)c3ccccc3)C(C)C(=O)N2Cc2ccc(F)cc2)cc1 (configuration not stated)	6%
CC(=O)OCC1OC(C#Cc2ccc(C(C)(C)C)cc2)C=CC1OC(C)=O (configuration not stated)	-1%[15.3 µM]
C[C@@H]1OC2C3=C(C(=O)[C@H]4O[C@@H]4[C@H]3O)[C@@H]1[C@H]1[C@H](C)OC=C3[C@H](O)[C@H]4O[C@H]4/C(=N\OCc4ccccc4)[C@@]321	-10%[15.3 µM]
Cc1noc(C)c1-c1nc(NCc2cccnc2)c2ccccc2n1	-10%
CC(C)=CCC/C(C)=C/CO/N=C1/C[C@@H](O)[C@@H](O)[C@@H]2[C@@H]3C(=O)N(Cc4ccccc4)C(=O)[C@H]3CC[C@@H]12	-11%[15.3 µM]
CCCn1c(C)nc2c(NCCCN(CCO)CCO)nc(C)nc21	3%
CN1CCC(=O)N(C(CSc2ccc(Br)cc2)c2ccccc2)CC1 (configuration not stated)	-7%
CC(=O)N1CC2(CC2)CC1c1ccccc1 (configuration not stated)	-6%
C[C@@H](c1ccccc1)N1C(=O)[C@H]2[C@@H]3[C@H](O)[C@H](O)CC(=O)[C@H]3CC[C@H]2C1=O	1%&-1%[15.3 µM]
C=C(C)C(O)/C=C/c1ccccc1OC (configuration not stated)	4%[15.3 µM]
COC(=O)CCc1ccccc1S(=O)(=O)N(CCC(=O)OC)Cc1ccccc1	-20%
O=C1OCCN1C(=O)[C@H]1[C@H](c2ccc([N+](=O)[O-])cc2)C(c2ccc(F)cc2)=NN1c1ccc(Br)cc1	-9%
COc1cccc2oc(SC)cc(=O)c12	-15%[163 µM]
CCCCC#CC1C=CC(Oc2cc(OC)c(OC)c(OC)c2)C(COC(=O)OCC)O1 (configuration not stated)	-8%[15.3 µM]
O=C1C[C@H](c2ccccc2Cl)N1S(=O)(=O)c1ccccc1[N+](=O)[O-]	-7%
COC(=O)NC(CC(C)=O)c1ccco1 (configuration not stated)	-5%[15.3 µM]
COc1ccccc1CNc1ncnc2ccc(-c3cccnc3)cc12	-11%
C=CN1CCCC1=O	5%
CNc1ncncc1-c1ccccc1OC	-4%
Cc1ccc(C2CC(=O)Oc3cc(C)c(Cl)cc32)cc1 (configuration not stated)	8%[110 µM]
CC1CC=CC2C1C(=O)N(Cc1ccccc1)C2c1ccc2ccccc2c1-c1ccc(N(C)C)cc1 (configuration not stated)	2%
O=C1OCCN1C(=O)[C@H]1[C@H](c2ccc([N+](=O)[O-])cc2)C(c2ccc(F)cc2)=NN1c1ccccc1	-10%
Cc1cc2nc3c(=O)[nH]c(=O)nc-3n(C)c2cc1C=O	560%[activator]
COc1c(O)c(O)cc2c1oc1c3cc(C)ccc3oc(=O)c21	-9%
CC12CCC3c4ccc(OCc5ccccc5)cc4CCC3C1CC(O)C2O (configuration not stated)	-13%
Cc1cccc(C)c1NC(=O)[C@H](C)N	3%[29.3 µM]
COc1ccc(C2CC(O)(c3ccccc3)Oc3cc(C)c(Cl)c(C)c32)cc1 (configuration not stated)	2%
CC1CC[C@@]2(C(=O)O)CCC3(C)C(=CCC4[C@]5(C)CC(O)C(O)[C@](C)(CO)C5C(O)C[C@@]43C)C2C1C (some centres not stated)	-5%
CC[C@H]1C(c2ccccc2)=NN(c2ccccc2)[C@@H]1CO	251%[activator][110 µM]
CCC[C@@H]1C[C@@]1(CCC)C(NS(=O)(=O)c1cccc2cccnc12)c1ccc(Cl)cc1 (some centres not stated)	-6%
CCC(=O)CC(NC(=O)OC)c1ccc(F)cc1 (configuration not stated)	4%[15.3 µM]

(continued)
SMILES	Apoferritin bind
CCC(CCC(C)C1CCC2C3CC=C4CC(O)CC[C@@]4(C)C3CC[C@@]12C)C(C)C (some centres not stated)	3%
CS(=O)(=O)Nc1cccc(-c2nc(NCc3cccnc3)c3ccccc3n2)c1	-8%
CCC(C(N)=O)c1ccccc1 (configuration not stated)	-10%
COc1ccc(-c2cccc(C3C4C=CCCC4(C)C(=O)N3Cc3ccccc3)c2)cc1 (configuration not stated)	11%
CCC/C=C1/CCCOC(C(=O)NCc2cc(C)n(C)n2)(C(F)(F)F)C1 (configuration not stated)	-11%
CCCOC(=O)NCCCN(C)C	-8%
COC(=O)[C@@H]1C[C@H]1[C@@H](NS(=O)(=O)c1ccc(-c2ccccc2)cc1)c1ccccc1	45%[activator]
O=C(O)c1ccccc1-c1c2cc(I)c(=O)c(I)c-2oc2c(I)c(O)c(I)cc12	-7%
Nc1ccccc1C(=O)C[C@H](N)C(=O)O	0%
CO[C@@H]1COC(=O)CC=C[C@@H](C)[C@@H]2C=C[C@H](O)[C@@H](COC(=O)C/C=C\[C@H]1C)O2	-14%[15.3 µM]

An excerpt of these results, as labelled records:
CC[C@H]1C(c2ccccc2)=NN(c2ccccc2)[C@@H]1CO
- Apoferritin bind = 251%[activator][110 µM]
CCC[C@@H]1C[C@@]1(CCC)C(NS(=O)(=O)c1cccc2cccnc12)c1ccc(Cl)cc1 (some centres not stated)
- Apoferritin bind = -6%

Three of the entries above in order of their number in Apoferritin bind, smallest number first:
SMILES	Apoferritin bind
COC(=O)CCc1ccccc1S(=O)(=O)N(CCC(=O)OC)Cc1ccccc1	-20%
CC1(C)CC2C1CC[C@]1(C)CCC3C(C(=O)O)CC(=O)O[C@]32C1 (some centres not stated)	-12%
Cc1noc(C)c1-c1nc(NCc2cccnc2)c2ccccc2n1	-10%

Remaining list, next part:
SMILES	Apoferritin bind
CC(C)C(=O)N[C@@H]1CCCN1C(=O)/C=C\c1ccccc1	-2%[15.3 µM]
C[N+]1(C)C[C@@H](O)C[C@@H]1C(=O)[O-]	13%[29.3 µM]
C[C@@H]1CC=C[C@@H]2[C@H]1C(=O)N(Cc1ccccc1)[C@H]2c1ccccc1Br	34%[activator][110 µM]
COc1ccc2c(c1)O[C@@H]1c3ccc(OC)cc3OCC21 (some centres not stated)	0%
CC(C)N1CCN(c2ccc(C(=O)c3c(-c4ccc(O)cc4)sc4cc(O)ccc34)cc2)CC1	-6%
CCCCC#CC1C=CC(Oc2ccc(C(=O)OC)cc2)C(COC(=O)OCC)O1 (configuration not stated)	-10%[15.3 µM]
COc1ccc(NC=O)c(C(=O)CCNC(C)=O)c1	15%
COC(=O)C1(CC(C)C)C=C2C(=C(c3ccccc3)C(=O)C2C)CN1 (configuration not stated)	1%
COC(=O)[C@@]1(Cc2ccc(F)cc2)[C@H]2c3cc(C(=O)N(C)C)n(Cc4ccc(C)o4)c3C[C@H]2CN1C(=O)c1ccccc1	-12%
O=C(O)c1ccc(NC(=O)[C@H](Cc2ccc(O)cc2)NC(=O)c2ccccc2)cc1	-4%
CC(C)[C@H](NC(=O)[C@@H]1CSSC[C@H](NC(=O)[C@H](CC(=O)O)NC(=O)[C@H](C)NC(=O)[C@@H](NC(=O)CNC(=O)[C@H](C)N)[C@@H](C)O)C(=O)N[C@@H](Cc2ccccc2)C(=O)N[C@@H](Cc2c[nH]c3ccccc23)C(=O)N[C@@H](CCCCN)C(=O)N[C@@H](Cc2ccc(O)cc2)C(=O)N1)C(=O)O	-4%
CC(=O)Nc1ccc(SCC(c2ccccc2)N2CCN(C)CCC2=O)cc1 (configuration not stated)	1%
CCOC(=O)N/N=C1/C[C@@H](O)[C@@H](O)[C@@H]2[C@@H]3C(=O)N(CC)C(=O)[C@H]3CC[C@@H]12	4%[15.3 µM]
COC(=O)c1ccc(-c2ccc(OC)c(C3C4C=CCC(C)C4C(=O)N3Cc3ccccc3)c2)cc1 (configuration not stated)	4%
COc1ccc(/C=C/C(=O)OCCC(C)C)cc1	?
COC(=O)[C@H]1C[C@H]2CC[C@H](O)C[C@H]2N1Cc1c(F)cccc1Cl	-20%
O=C(N/N=C1/C[C@@H](O)[C@@H](O)[C@@H]2[C@@H]3C(=O)N(Cc4ccc5c(c4)OCO5)C(=O)[C@H]3CC[C@H]12)OCc1ccccc1	-9%[15.3 µM]
Nc1ccc(-c2nc3ccc(-c4nc5ccc(N)cc5[nH]4)cc3[nH]2)cc1	57%&9%[activator]
CCN1CCCC1Cn1c(-c2ccccc2)nc2c(N3CCOCC3)nc(C)nc21 (configuration not stated)	3%
Cc1ccccc1N1CCN(S(=O)(=O)CC23CCC(CC2NC(=O)C(N)CCS(C)(=O)=O)C3(C)C)CC1 (configuration not stated)	-8%

Reprinted at random: 2 compounds from above.
SMILES	Apoferritin bind
COc1ccc(/C=C/C(=O)OCCC(C)C)cc1	?
COC(=O)[C@H]1C[C@H]2CC[C@H](O)C[C@H]2N1Cc1c(F)cccc1Cl	-20%

Next compounds
SMILES	Apoferritin bind
CCc1cc2c(nc1CC)CCN(CC/C(C)=N/O[C@@H](C)CN1CCCCc3nc(C)c(C)cc31)C2	-14%[15.3 µM]
CC(C)CO/N=C1/C[C@@H](O)[C@@H](O)[C@@H]2[C@@H]3C(=O)N(C4CCCCC4)C(=O)[C@H]3CC[C@H]12	1%[15.3 µM]
COC(=O)[C@@]1(Cc2ccc(OC)cc2)[C@H]2c3cc(C(=O)N4CCCC4)n(CCCNc4ncc(C(F)(F)F)cc4Cl)c3C[C@H]2CN1C(=O)c1ccccc1	4%
C[C@@H]1O[C@H](O[C@@H]2\C=C/C=C\C=C/C=C\C[C@H](C)OC(=O)/C=C\[C@H]3O[C@@H]3C[C@H](O)C[C@]3(O)C[C@@H](O)[C@@H](C(=O)O)[C@H](C2)O3)[C@@H](O)[C@H](N)[C@@H]1O (stereo in doubt)	3%[29.3 µM]
CC(C)CC(NC(=O)NC(CCC(=O)O)C(=O)O)C(=O)O (configuration not stated)	-8%
CC(=O)N1CCCC1C(=O)O (configuration not stated)	-4%
Cc1ccc(S(=O)(=O)n2c3ccccc3c3nnc(C(=O)c4ccccc4)nc32)cc1	-2%[15.3 µM]
Cc1ccc(S(=O)(=O)OC[C@@H]2CN3[C@H](c4ccc(Br)cc4)[C@H](C)CC[C@H]3C(=O)O2)cc1	-8%[15.3 µM]
CC(C)OC(=O)c1cn(Cc2c(F)cccc2F)c2sc(-c3ccc(NC(=O)C(C)C)cc3)c(CN(C)Cc3ccccc3)c2c1=O	-12%
OC[C@@H]1[C@@H](c2ccc(Cl)cc2)C(c2ccccc2)=NN1c1ccccc1	92%[activator][110 µM]
COc1ccccc1CNC(=O)c1cccc(-c2ccccc2OC)n1	-18%[110 µM]
